# EPAC2 antag – blocks human EPAC2 exchange factor. Potency, µM (highest dose often 114 µM), without a hit: at the highest dose activity, negative = inhibition, most hits filed as inhibitors. EPAC2 GEF exchange of Rap1B-BODIPY-GDP, fluorescence. hit rate 0.18% among 360,000. AID 720708. Q8WZA2; further: on the % scale 0 is the no-effect control and ±100 the full control effect; nearly all actives have a fitted effect of over 45% in size; many of its hits are not listed in these tables
# Target sequence (Q8WZA2 whole entry, looked up): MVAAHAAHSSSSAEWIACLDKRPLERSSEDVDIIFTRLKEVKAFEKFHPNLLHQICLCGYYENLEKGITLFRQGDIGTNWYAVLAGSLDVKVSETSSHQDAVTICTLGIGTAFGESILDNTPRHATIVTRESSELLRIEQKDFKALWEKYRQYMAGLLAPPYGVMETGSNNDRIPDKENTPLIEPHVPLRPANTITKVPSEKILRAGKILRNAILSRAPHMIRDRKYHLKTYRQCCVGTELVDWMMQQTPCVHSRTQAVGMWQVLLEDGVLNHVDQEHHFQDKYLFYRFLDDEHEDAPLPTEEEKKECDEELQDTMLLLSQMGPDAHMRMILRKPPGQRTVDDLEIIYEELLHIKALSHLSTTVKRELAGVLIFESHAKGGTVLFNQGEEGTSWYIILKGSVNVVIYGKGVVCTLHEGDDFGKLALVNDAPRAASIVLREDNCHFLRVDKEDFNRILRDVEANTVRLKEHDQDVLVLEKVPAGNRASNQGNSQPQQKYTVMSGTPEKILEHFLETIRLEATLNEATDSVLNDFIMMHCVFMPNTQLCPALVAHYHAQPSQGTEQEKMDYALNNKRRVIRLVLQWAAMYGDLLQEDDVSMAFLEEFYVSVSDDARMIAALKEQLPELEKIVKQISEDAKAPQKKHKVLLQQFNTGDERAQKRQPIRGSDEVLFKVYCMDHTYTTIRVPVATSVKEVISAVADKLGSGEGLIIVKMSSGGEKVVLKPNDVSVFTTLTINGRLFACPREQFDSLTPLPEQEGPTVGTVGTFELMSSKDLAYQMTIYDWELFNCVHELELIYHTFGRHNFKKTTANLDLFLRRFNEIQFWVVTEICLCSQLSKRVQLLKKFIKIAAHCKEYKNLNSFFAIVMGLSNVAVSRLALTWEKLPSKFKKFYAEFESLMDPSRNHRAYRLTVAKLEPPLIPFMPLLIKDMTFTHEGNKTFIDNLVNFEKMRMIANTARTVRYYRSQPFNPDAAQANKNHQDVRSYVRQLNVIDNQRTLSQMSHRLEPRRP
# TGFb SMAD3 inh – TGF-b pathway inhibition | HepG2 CAGA-GFP TGF-b/SMAD3 reporter, GFP fluorescence, 18 h; TGF-beta stimulated, 500 pg/mL final | Potency, µM (titrated, usually from 46.1 µM), inactives show top-dose activity, negative = inhibition, usual class: inhibitors | hit rate 1.2% among 410,000 | AID 588855; further: on the % scale 0 is the no-effect control and ±100 the full control effect; nearly all actives have a fitted effect of over 65% in size
#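 Per well, imaged GFP fluorescence of HEPG2 CAGA-GFP cells gives the signal; cells get compound, then TGF-beta (500 pg/mL final), 18 h at 37 degrees C; %Activity versus -TGF-beta and +DMSO controls.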
# A549 tox – kills or reduces viability of A549 cells in Nrf2 counter-screen; A549 ARE-Fluc cells, CellTiter-Fluor viability, 18-24 h; hit rate 0.16% among 390,000; AID 504648; Potency, µM (highest dose often 46 µM), without a hit: at the top dose activity change, negative = cytotoxicity, hits mostly inhibitors; further: on the % scale 0 is the no-effect control and ±100 the full control effect
#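 A549 ARE_Fluc cells in 5% FBS OPTI-MEM were exposed to compounds in concentration-response for 18-24 h at 37 deg C. Viability was read by CellTiter-Fluor fluorescence (Ex 405/Em 525) after 30 min, before the luciferase read.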
# Nrf2 inh – Nrf2 pathway inhibition | A549 ARE-Fluc reporter, luciferase luminescence, 18-24 h | Potency, µM (doses to about 46 µM), without a hit: top-dose activity change, negative = inhibition, usual class: inhibitors | hit rate 2.1% among 360,000 | AID 504444; further: on the % scale 0 is the no-effect control and ±100 the full control effect; nearly all actives have a fitted effect of over 60% in size
#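 Cells were seeded and rested 2 h, then exposed to compounds for 18-24 h. CellTiter-Fluor was read first as a viability measure. BugLite was added 15 min before the final luminescent read of ARE-luciferase activity in A549 cells.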
# HepG2 tox – kills HepG2 cells in TGF-b inhibitor counter-screen; HepG2 CAGA-GFP viability, ATP luminescence, 18 h; hit rate 0.76% among 410,000; Potency, µM (doses to about 46.1 µM), inactives show top-dose activity change, negative = cytotoxicity, most hits filed as cytotoxic; further: some results filed as inactive show a strong effect at the top dose
#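 HepG2 CAGA-GFP cells (1000/well, DMEM with 1% FBS) received compound, then TGF-beta at 500 pg/mL final, and were incubated 18 hours at 37 degrees C. Viability was read by CellTiter-Glo luminescence. Media-only wells were set as complete cell-killing and DMSO as no toxicity.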
# Nrf2 ARE act – activates Nrf2 signaling; AREc32 ARE-luciferase reporter (MCF7-derived line), luminescence, 24 h; Potency, µM (titrated, usually from 46.1 µM), without a hit: at the top dose activation, usual class: activators; hit rate 0.31% among 410,000; further: % of control where 0% means no effect; nearly all actives have a fitted effect of over 65% in size
#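 For detection, Steady-Glo was added and plates sat 30 min at RT; before that, AREc32_Fluc cells grown overnight in OPTI-MEM/5% FBS had been treated with 23 nL compound for 24 hr at 37 deg C.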
# MCF10A rerep – DNA re-replication induction in MCF 10a cells; Potency, µM (top dose mostly 46.1 µM), without a hit: at the top dose activity, positive = re-replication, hits mostly activators; hit rate 2.9% among 350,000; MCF 10A DNA re-replication, Hoechst nuclear intensity, 48 h; further: % of control where 0% means no effect; nearly all actives have a fitted effect of over 50% in size
# ATXN viability – cell viability loss in ATXN counter-screen. S2 cells (HEK-293 line with an ATXN2-luciferase reporter) viability, CellTiter-Fluor protease fluorescence, 24 h. Potency, µM (titrated, usually from 56.7 µM), actives largely listed as cytotoxic. hit rate 0.49% among 400,000; further: nearly all actives have a fitted effect of over 40% in size
# ATXN2 expr inh – inhibitors of ATXN2 expression; HEK-293 ATXN2-luciferase reporter, luminescence, 24 h; Potency, µM (doses to about 57 µM), for the others: at the top dose activity change, negative = inhibition, usual class: inhibitors; hit rate 0.72% among 360,000; further: on the % scale 0 is the no-effect control and ±100 the full control effect; nearly all actives have a fitted effect of over 55% in size
#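 ATXN2-luciferase reporter cells (luciferase flanked by upstream and downstream ATXN2 gene portions) were treated 24 h at 37 °C with compounds at up to 57 uM. SteadyGlo luminescence gave expression; GF-AFC fluorescence gave viability.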
# Active calls of the source: *; i = inactive; ? = inconclusive; nt = not tested or not shown; & = joins results of further samples; [ ] = another dose, or the depositor's remark. The call rests on the fitted dose curve; in most records, active means well fitted curve in the direction sought with a large enough effect; inconclusive means small, poorly fitted or top-dose-only effect, or another doubt; inactive means no such curve, though single readings can be large; an effect the other way counts as inactive or inconclusive. Potency means the concentration at half of the fitted maximal effect.
SMILES,EPAC2 antag,TGFb SMAD3 inh,A549 tox,Nrf2 inh,HepG2 tox,Nrf2 ARE act,MCF10A rerep,ATXN viability,ATXN2 expr inh
COc1ccc(-c2cc([C@H]3[C@H]4C=CC[C@@H](C)[C@@H]4C(=O)N3Cc3ccccc3)ccc2F)cc1,7%,0%,0%,?,-19%,6.5%,?,i,-26%
COc1ccc(Br)cc1CNC(=O)CCc1cn(Cc2ccc(C)cc2)c2ccccc12,nt,-23%,-1%,-8%,-19%,-0.6%,nt,nt,nt
Cc1noc(C)c1C(=O)N1CCC2(CC1)Oc1ccc(F)cc1C(=O)C21CC(c2ccc(Cl)cc2)=NO1 (configuration not stated),21%,10%,-5%,2%,2%,0.6%,4%,i,-7%
O=C(COc1ccc(C(=O)c2ccccc2)cc1)NC1CCCCCC1,7%,?,0%,-15%,5%,0.8%,-56%[inhibitor],i,-18%
Cc1c(/C=N/N2C(=O)C3C4C=CC(C4)C3C2=O)c2ccccc2n1C (configuration not stated),3%,-1%,1%,8%,-4%,-0.1%,16%,i,1%
COc1ccc(Oc2nc(SC)nc3ccsc23)cc1,-2%,-19%,-6%,?,-7%,0.3%,?,i,-14%
CN(Cc1ccc(C(F)(F)F)cc1)C(=O)C1CCC(=O)N(C2CC2)C1 (configuration not stated),-2%,-13%,-2%,8%,1%,-0.4%,-2%,i,13%
Cc1ccc(CSc2nnc(Nc3ccc(C)cc3)s2)cc1,-1%[57.1 µM],0%,-24%,-20%,-21%,0.1%,4%,i,-7%
CCOC(=O)C1=C(C)N=C2SC(C(=O)OC)=CC(=O)N2C1c1ccc(OC)cc1 (configuration not stated),-12%,24%,1%,-5%,3%,0.3%,1%,i,-21%
c1ccc(Sc2cccc3ccccc23)c(CNC2=NCCN2)c1,-3%,-9%,-9%,5%,-29%,6.8%,?,?,?
CSc1ncc(CN2CCN(C3CCCC3)C(CCO)C2)cn1 (configuration not stated),1%,0%,1%,13%,-9%,0.1%,9%,i,nt
CCOC(=O)/C(=C/c1ccc(OC(=O)c2ccccc2)cc1)C(C)=O,-15%,-5%,4%,-9%,-5%,3.0%,?,?,?
O=C(Nc1ccc2c(c1)OCCO2)C1CCCN(S(=O)(=O)c2cccs2)C1 (configuration not stated),-3%,4%,-10%,nt,-5%,3.1%,3%,?,-10%
COC(=O)c1ccc(/C=N/NS(=O)(=O)c2cc(C)ccc2C)cc1,13%,-3%,-2%,6%,-17%,0.7%,17%,?,8%
CC(C)CN1C(=O)c2ccc(C(=O)Nc3c[nH]c(=O)[nH]c3=O)cc2C1=O,-2%,1%,-4%,1%,-3%,-0.1%,-29%,i,-14%
Cc1nc(N/C(N)=N/S(=O)(=O)c2ccccc2)nc2ccccc12,6%,19%,2%,?,-1%,6.0%,5%,i,23%
CC(C)(C)C1CCC(CN2C(Nc3ccccc3)=NC[C@@H]2Cc2ccccc2)CC1 (some centres not stated),13%,?,-8%,9%,13µM*,-2.8%,4%,nt,?
CCOc1nc(OCC)nc(-n2cc(-c3ccccc3)nn2)n1,5%,1%,-3%,-35%,4%,2.3%,14%,i,5%
CC1=C(c2ccc(C(C)C)cc2)S(=O)(=O)NC1=NCCCN1CCN(c2ccccc2F)CC1,nt,?,11%,1%,-22%,3.6%,nt,nt,nt
COc1ccccc1S(=O)(=O)Nc1ccc(-c2nnc3n2CCCCC3)cc1,0%[57.1 µM],-9%,-3%,12%,4%,-0.1%,-8%,i,3%
Cc1ccc(-c2nc(SC(C)C(=O)c3c(N)n(C)c(=O)n(C)c3=O)n[nH]2)cc1 (configuration not stated),2%,-10%,-4%,2%,-1%,2.2%,15%,i,9%
COc1ccc(NC(=O)NC2CCCCCCC2)cc1,2%,3%,-14%,?,-4%,-0.7%,-4%,i,81%[activator]
COc1ccc(-n2c(=O)cc(N3CCN(Cc4ccccc4)CC3)[nH]c2=O)cc1,8%,-2%,-6%,-1%,0%,-0.1%,0%,i,-6%
O=C(CSc1nc2ccccc2n1Cc1ccccc1)NCc1ccccc1,nt,?,1%,nt,-29%,4.6%,nt,?,-33%
Cc1ccc(-n2ncc3c(NC4CCCCCC4)ncnc32)cc1,nt,18%,-2%,nt,2%,-0.3%,nt,i,98%[activator]
COC(=O)c1nnn(CC(=O)NC(=O)Nc2ccccc2F)c1C(=O)OC,4%,-15%&-14%,2%&7%,5%,-5%&-24%,0.3%&-0.6%,-2%,i,-2%
O=C(CSCc1ccccc1Br)N/N=C/c1ccccc1C(=O)O,7%,-2%,6%,18%,7%,0.3%,1%,i,?
Cc1nn(-c2ccccc2)c(C)c1C(=O)OCC(=O)N(C)C1CCS(=O)(=O)C1 (configuration not stated),8%,-7%,6%,?,0%,0.5%,-3%,i,33%[activator]
N#Cc1ccc(CSC2=NCCN2)cc1,-2%,0%,1%,4%,-43%,?,?,i,27%
Cc1cccc(NC(=O)c2ccccc2C(=O)Nc2cccc(C)c2)c1,6%,-23%,-6%,5%,-30%,-0.7%,1%,i,3%
COc1ccc(CC(=O)OCC(=O)NCc2ccc3c(c2)OCO3)cc1OC,14%,12%,4%,0%,7%,0.4%,8%,i,1%
COc1cccc(CNC(=O)CN2C(=O)COc3ccc(S(=O)(=O)N4CCOCC4)cc32)c1,12%,?,0%&0%,7%&17%,-7%&-1%,-0.9%&-0.9%,6%,i,nt
COc1ccc(N2C(=O)CCC(C(=O)N3CCCCC3)C2c2ccc(OC)c(OC)c2)cc1 (configuration not stated),-4%,5%,-2%,1%,2%,-0.6%,4%,i,-2%
CCO[C@@H]1OC(C(=O)NC2CC2)=C[C@H](C2CC2)[C@H]1CCCO,9%,-6%,-1%,-9%,-2%,-0.2%,3%,i,4%
CCN1CCN(S(=O)(=O)Cc2ccccc2Cl)CC1,-13%,18%,6%,4%,-7%,1.8%,1%,i,16%
CC(=O)Nc1ccc(CN2CCCC(CO)(Cc3ccccc3C)C2)cc1 (configuration not stated),18%,-7%,-6%,6%,-4%,-0.3%,0%,?,-22%
COCCN1Cc2cccc(C(=O)NCCCN3CCCC3=O)c2C1=O,?,2%,-14%,7%,9%,0.4%,2%,i,19%
O=C1C(Sc2ccccc2)=C[C@@]2(O)CC[C@@H](O)[C@]1(Sc1ccccc1)[C@H]2O,2%,nt,nt,nt,nt,16%,nt,?,?
Cn1ccnc1C1CCCCN1Cc1nc(Cc2cccc(C(F)(F)F)c2)no1 (configuration not stated),-10%,9%,1%,-26%,11%,-0.5%,?,i,-14%
CCc1ccc(CNC(=O)c2c(C)oc3ncn(CC(C)C)c(=O)c23)cc1,nt,3%,12%,?,-26%,0.4%,nt,i,-14%
COc1ccc(Cl)cc1NC(=O)CC(C)c1ccccc1 (configuration not stated),-3%,-6%,14%,2%,-5%,5.0%,-2%,i,-7%
CCOC(=O)C1CCCCN1Cc1cccc(OC)c1OC (configuration not stated),2%,-17%,-7%,3%,4%,-0.7%,?,i,-1%
O=C(O)c1ccccc1C(=O)Nc1ccc(Br)c(C(F)(F)F)c1,-6%,0%,-5%,8%,-9%,-0.2%,-3%,i,nt
CC(Oc1cccc(Br)c1)C(=O)NNC(=O)c1ccccn1 (configuration not stated),-7%,?,?,?,-33%,3.7%,16%,?,?
COc1ccc2cc(C(=O)CS(=O)(=O)c3ccccc3)c(=O)oc2c1,19%,-3%,-2%,10%,0%,-0.8%,2%,i,nt
O=C(NNS(=O)(=O)c1ccccc1[N+](=O)[O-])c1ccc(O)cc1,0%[57.1 µM],?,0%,7%,-3%,5.6%,-2%,i,1%
Cc1ccccc1Nc1nc(N)nc(CN2CCN(C(=O)c3ccccc3)CC2)n1,8%,-16%,1%,-6%,-15%,-0.4%,-1%,i,-19%[11.3 µM]
CC(/C=N/NC(=O)CNc1n[nH]c(=O)[nH]c1=O)c1ccccc1 (configuration not stated),0%,6%,1%,10%,19%,-0.6%,-3%,i,nt
CCCCN1C(=N)N([C@@H](C)CN2CCC[C@H]2CN2C(N)=NC[C@@H]2Cc2ccccc2)C[C@H]1[C@H](C)CC,9%,-25%,-3%,10%,-5%,2.6%,0%,i,7%
COC(=O)c1ccc(/C=C/c2c(-c3ccsc3)sc3ccccc23)cc1,1%,?,4%,12%,-25%,14%,16µM*,i,0%
COCCn1c(SCC(=O)Nc2ccc(C(N)=O)cc2)nc2c([nH]c3ccccc32)c1=O,-1%,-5%,8%,12%,-1%,4.2%,8%,i,2%
Cc1ccc(NC(=O)C2CCCN(C(=O)c3ccc(Cl)cc3)C2)cc1S(=O)(=O)N1CCOCC1 (configuration not stated),-11%,-26%,?,7.3µM*,-20%,2.9%,9%,i,-25%
CN(CCc1ccccc1)C(=O)CCc1nnc(Cc2ccc3c(c2)OCO3)o1,3%,2%,-3%,19%,-17%,0.2%,8%,?,13%
COc1ccc(Cl)cc1NC(=O)NNC(=O)c1ccccn1,-1%,-2%,3%,1%,-9%,0.3%,2%,i,-23%
O=C(c1cn(-c2ccccc2)nc1-c1ccc(Cl)s1)N1CCOCC1,-3%,0%,4%,3%,-20%,0.3%,3%,?,-7%
CC1(C)OC(=O)C2(Cc3cc(C(F)(F)F)ccc3N3CCCCC32)C(=O)O1 (configuration not stated),nt,11%,-16%,-6%,6%,nt,nt,nt,nt
C/C(CC(=O)Nc1cccc(Cl)c1Cl)=N\NC(=O)c1ccccc1N,1%,-27%,10%,?,5%,5.3%,?,i,1%

# Quoted at random: 2 entries already listed
SMILES,EPAC2 antag,TGFb SMAD3 inh,A549 tox,Nrf2 inh,HepG2 tox,Nrf2 ARE act,MCF10A rerep,ATXN viability,ATXN2 expr inh
CN(CCc1ccccc1)C(=O)CCc1nnc(Cc2ccc3c(c2)OCO3)o1,3%,2%,-3%,19%,-17%,0.2%,8%,?,13%
C/C(CC(=O)Nc1cccc(Cl)c1Cl)=N\NC(=O)c1ccccc1N,1%,-27%,10%,?,5%,5.3%,?,i,1%

# An excerpt; rates above refer to the full screens.
